# Thrombin inh: blocks human thrombin protease activity. P00734. alpha-thrombin, Boc-VPR-AMC fluorogenic substrate cleavage. inhibition, % at 5 µM. 220,000 tested, 0.26% active;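 active = inhibition at or above 40%; inactive = inhibition below 40%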;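 note: 0% = enzyme with no compound and 100% = wells without enzyme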
#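 Assay system: human alpha-thrombin enzyme. Reagent: Boc-VPR-AMC substrate, 15 µM final. Compound dosing: one concentration per compound, 5 µM, with 0.2% DMSO. Incubation: room-temperature reaction. Technique: AMC fluorescence, 355/460 nm. Measure: % inhibition relative to enzyme controls and enzyme-free blanks.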
# PERK inhibitor: inhibitors of human PERK kinase. Q9NZJ5. CHO PERK-DD fusion, SEAP luminescence translation reporter. inhibition, % at 5.6 µM. 220,000 tested, 0.17% active;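 active = inhibition above the mean inhibition of all tested compounds plus 3 SD, set separately per screening campaign, cut at about 2.9% in these data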;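 note: PERK kinase domain activated by AP20187 dimerizer at 100 nM; 0% = DMSO with dimerizer and 100% = rapamycin at 8.4 µM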
# Cl transport mod: modulates chloride dependent transport by human KCC2; Q9H2X9; KCC2 cells, thallium flux FluoZin-2 fluorescence; B-score of Tl+ flux slope (higher = more flux/activation; lower = inhibition) at 10 µM; 190,000 tested, 2.2% active;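 active = thallium flux slope and its plate-corrected score both differing from the plate sample mean at a set confidence after two filtering rounds, in either direction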;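 note: slope of fluorescence scaled to starting intensity during 10 to 20 s after thallium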
# FXIa inh 1536: factor XIa (human) inhibition | P03951 | purified FXIa, Boc-Glu-Ala-Arg-AMC fluorogenic substrate | inhibition, % at 5 µM | 220,000 tested, 0.14% active;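 active = inhibition of at least 40%; inactive = inhibition below 40%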;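 note: fluorescence of freed AMC excited at 355 nm; 0% = enzyme without compound and 100% = no enzyme blank; many of its hits are not listed in these tables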
# KLK5 inh: inhibitors of human kallikrein 5; Q9Y337; recombinant hK5, fluorogenic AMC substrate cleavage; inhibition, % at 5 µM; 210,000 tested, 0.59% active;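 active = inhibition of 40% or more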;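 note: 0% = enzyme controls without compound and 100% = no-enzyme blanks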
# Furin inh: blocks human furin protease activity; P09958; purified furin, fluorogenic substrate cleavage; inhibition, % at 30 µM; 220,000 tested, 0.061% active; AID 463115; in the data active = inhibition above about 25%; note: inactives centre near -15
# Calpain2 inh: inhibitors of pig calpain II | purified calpain II, fluorogenic peptide substrate, 30 min | inhibition, % at 16 µM | 220,000 tested, 0.37% active | AID 1236;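 active = inhibition above about 50%, limit read from the data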
# FXIIa inh: blocks human coagulation factor XIIa protease activity; 220,000 tested, 0.3% active; AID 800; purified FXIIa, Boc-QGR-AMC fluorogenic substrate, 2 h; P00748; inhibition, % at 5 µM; in the data active = inhibition above about 40%;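 note: 0% = enzyme with no compound and 100% = blank without enzyme; many of its hits are not listed in these tables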
# Target sequence (P00748 20-372 limits assumed): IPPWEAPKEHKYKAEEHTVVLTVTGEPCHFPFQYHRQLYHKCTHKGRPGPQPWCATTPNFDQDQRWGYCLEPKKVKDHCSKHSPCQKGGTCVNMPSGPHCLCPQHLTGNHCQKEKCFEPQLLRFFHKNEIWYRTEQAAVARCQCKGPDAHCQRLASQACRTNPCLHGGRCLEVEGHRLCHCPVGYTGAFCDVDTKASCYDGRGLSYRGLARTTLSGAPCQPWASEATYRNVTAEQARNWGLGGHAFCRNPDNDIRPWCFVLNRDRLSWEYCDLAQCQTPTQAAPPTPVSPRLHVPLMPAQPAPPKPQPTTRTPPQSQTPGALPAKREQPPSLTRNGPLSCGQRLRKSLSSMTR
# Target sequence (P00748 373-615 limits assumed): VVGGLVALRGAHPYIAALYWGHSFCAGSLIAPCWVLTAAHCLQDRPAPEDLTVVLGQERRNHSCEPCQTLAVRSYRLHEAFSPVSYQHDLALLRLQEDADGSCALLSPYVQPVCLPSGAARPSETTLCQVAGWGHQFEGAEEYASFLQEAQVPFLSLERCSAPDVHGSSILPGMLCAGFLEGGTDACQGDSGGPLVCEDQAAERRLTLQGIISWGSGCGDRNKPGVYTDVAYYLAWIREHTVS
# Rad51 HR inh: blocks human Rad51 in homologous recombination; Q06609; hRad51 DNA strand exchange, fluorescence dequenching; inhibition, % at 10 µM; 200,000 tested, 0.085% active; AID 1385;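 active = inhibition above 40% at the single screening dose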;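 note: 0% = DMSO control wells and 100% = blanks with heterologous ssDNA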
# Target sequence (Q06609 whole entry, looked up): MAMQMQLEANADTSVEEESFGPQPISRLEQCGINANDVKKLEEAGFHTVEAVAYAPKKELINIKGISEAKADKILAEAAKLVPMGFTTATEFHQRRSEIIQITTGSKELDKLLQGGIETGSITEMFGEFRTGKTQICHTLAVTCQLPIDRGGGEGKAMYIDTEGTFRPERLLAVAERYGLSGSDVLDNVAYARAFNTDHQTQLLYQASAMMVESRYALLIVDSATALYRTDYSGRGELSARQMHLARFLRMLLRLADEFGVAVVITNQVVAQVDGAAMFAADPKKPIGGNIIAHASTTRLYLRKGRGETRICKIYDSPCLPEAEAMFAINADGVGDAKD
#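 Material: human Rad51–ssDNA filaments; Probe or stimulus: labelled 47-mer dsDNA for strand exchange; Doses: single 10 µM dose; Incubation: 37 °C 15-min filament assembly, 30-min compound preincubation, 15-min exchange; Technique: FRET fluorescence dequenching, excitation 485 nm, emission 520 nm; Measure: Fluorescence-based percent inhibition, control- and blank-normalised; Benchmarks: plate control and blank wells.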
# The depositor's hits bear a star; · = no result given; [ ] = dose if it differs, or a comment. These rows are one share of the data (hit frequency here may not be typical).
SMILES,Thrombin inh,PERK inhibitor,Cl transport mod,FXIa inh 1536,KLK5 inh,Furin inh,Calpain2 inh,FXIIa inh,Rad51 HR inh
CCN(CC)c1ccc(/C=N/OCC(=O)Nc2cccc(C)c2)cc1,-16,0.3,0.12,-1,-4,-8,8,5,-45
O=C(Nc1cc(C(F)(F)F)ccc1Cl)c1ccc(NC(=O)C(F)(F)F)cc1,-10,1.2,-0.27,0,-14,-2,-20,-4,-4
COC(=O)CCN(C1CCCCC1)S(=O)(=O)c1ccc(S(=O)(=O)NC2CCCCC2)cc1,-4,-0.8,-0.14,-7,12,-10[20 µM],9,2,-5
C=CCn1sc(=N)c(C#N)c1N,-3,0.9,0.07,-7,7,-22,20,-1,1
CCN(CC)S(=O)(=O)c1ccc(O)c(C(=O)OCC(=O)N2c3ccccc3CC2C)c1 (centres undefined),-2,0.9,-1.3,-1,2,-5,-22,4,-6
CCOC(=O)Cn1c(C)cc(COC)c(C#N)c1=O,3,-0.3,0.58,-3,2,-35,-20,12,2
COc1ccccc1/C=C/CN1CCN(Cc2ccc(C)o2)C(CCO)C1 (centres undefined),-4,0.5,-0.67,1,·,-24,-5,12,13
Cc1cc(-c2nnc(CSc3nnc(NC(=O)c4ccc(C(C)(C)C)cc4)s3)o2)ccc1[N+](=O)[O-],-4,0.4,-0.83,-3,-5,-17,-27,2,2
CCC1C(=O)CC(c2ccc([N+](=O)[O-])cc2)NC1c1ccc([N+](=O)[O-])cc1 (centres undefined),-2,-0.4,0.038,-4,-12,-18,3,5,-2
NNC(=O)CN1C(CN2CCOCC2)=Nc2ccc(Br)cc2C1c1ccccc1 (centres undefined),-5,-0.5,·,2,5,-21,-29,6,-13
O=C(Cn1c(NCCO)nc2ccccc21)NCCc1ccc(F)cc1,4,1.9,-0.7,2,18,-11[20 µM],10,14,7
Cc1ccc(NC(=O)c2cc(N(C)C)ccc2[P+](=O)O)cc1,3,-0.6,·,1,-6,-19,-26,12,0
CCC(C)n1cnc2c(c1=O)c1nc3ccccc3nc1n2Cc1ccccc1OC (centres undefined),3,-0.8,-0.14,3,1,-31,-102,9,0
COc1ccc(CN2CCCCC2C(=O)Nc2ccc(OC)c(OC)c2)cc1OC (centres undefined),-3,-0.4,·,-15,-20,-23,-2,9,-2
COC(=O)CSc1nc(NC#N)nc(NC(C)C)n1,-1,0.9,1,-2,-2,-9[20 µM],8,10,-6
CCCn1c2ccccc2c2nnc(SC(CC)C(=O)Nc3sc4c(c3C#N)CCCC4)nc21 (centres undefined),12,-0.1,0.0043,15,28,-1[20 µM],-76,9,-2
OC(CNCc1ccccc1Cl)C(F)(F)F (centres undefined),1,1.9,0.031,-3,-9,-16,-20,8,31
COc1ccc(-n2nc(C(=O)O)c3ccccc3c2=O)c(OC)c1,0,1.9,0.69,-2,5,-15,-15,10,4
Cc1cccc(C)c1N1CCN(S(=O)(=O)c2ccccc2)CC1,-6,0.5,0.15,-5,-9,-19,-6,-1,3
CN(C)c1ccnc(Oc2ccc(F)cc2)c1C#N,-3,0.6,-0.094,-8,12,-12[20 µM],23,-2,4
CC1(CC(=O)O)C(=O)N=C2C=CC=CN21 (centres undefined),-1,-0.6,-0.41,8,11,-13[20 µM],-88,9,-4
CCOC(=O)c1nc(NCc2cccnc2)c2ccccc2n1,-1,-0.2,0.72,2,-11,2[20 µM],-47,12,3
CCc1cccc(OCC(=O)Nc2c[nH]c(=O)[nH]c2=O)c1,-11,-0.3,-0.52,1,6,-14,27,9,-10
O=[N+]([O-])c1cc(C(F)(F)F)cc([N+](=O)[O-])c1NCCCN1CCOCC1,4,-0.6,0.34,1,-4,-12,-3,5,32
COc1ccc([N+](=O)[O-])cc1N(CC(=O)NCc1ccco1)S(C)(=O)=O,-6,-0.4,0.3,-3,-4,-28,-18,2,-3
CCn1c(SCCN2CCCCC2)nnc1-c1ccc(S(=O)(=O)N2CCOCC2)cc1,2,1.4,-0.68,1,8,-23,-45,14,-4
COc1cc2c(cc1NC(=O)CN1CCN(S(=O)(=O)c3ccc(F)cc3)CC1)oc1ccccc12,6,0.8,-0.43,4,1,-19,-374,15,-5
CSc1nnc(-c2ccccc2N=Cc2c(C)[nH]n(-c3ccc4ccccc4c3)c2=O)c(=O)[nH]1,1,1.0,0.97,4,-18,-14[20 µM],-187,13,1
O=C(CSc1cccc2cccc(Cl)c12)NC1=NCCS1,-4,1.3,0.26,11,0,-8,13,11,4
CC1(C)Cc2ccccc2C(=NCCCCCC(=O)O)N1,1,0.3,0.25,0,-1,-23[20 µM],11,15,-2
CCC1CCCCN1C(=O)CSc1nnc(-c2ccc(Cl)cc2)o1 (centres undefined),-4,0.1,-2,-10,3,-16,14,-4,2
CCCCn1c(CN2CCN(C(=O)OCC)CC2)nc2c1c(=O)[nH]c(=O)n2C,9,-1.0,0.64,11,21,-14,9,22,-6
CC(=O)Nc1ccc(C(=O)N2CCN(C(=O)c3ccco3)CC2)cc1,-6,0.6,·,-4,-3,-4[20 µM],16,0,5
CC(=O)c1ccc(CCCC(=O)O)cc1,-12,1.1,-0.48,-7,0,-36,4,-15,-6
CCOc1ccc(C(=O)C(C)=O)c(OCC)c1,1,-0.5,1.2,-5,-2,-2,14,4,-9
Cc1ccc[n+](CC(=O)Nc2cccc([N+](=O)[O-])c2)c1,-8,1.0,·,-1,-3,-9,2,4,2
O=C(O)CCc1ccc(S(=O)(=O)NCCc2ccccc2)cc1,6,0.8,-0.0077,3,-10,-8[20 µM],-8,9,4
COc1cc2[nH]c(Cl)c([N+](=O)[O-])c2cc1OC,1,0.7,-0.3,3,3,-12,-9,8,·
COc1cc(OC)c(/C=N/NC(=O)c2ccc([N+](=O)[O-])cc2)cc1Br,4,1.4,·,1,0,-22[20 µM],24,13,-1
O=C(N/N=C\c1cccc(OC(=O)c2ccco2)c1)c1ccc2c(c1)OCO2,-5,0.7,0.41,6,4,-15,10,14,7

# Part of the list above, with values under each structure.
# Screens in order – Thrombin inh	PERK inhibitor	Cl transport mod	FXIa inh 1536	KLK5 inh	Furin inh	Calpain2 inh	FXIIa inh	Rad51 HR inh
CC1(CC(=O)O)C(=O)N=C2C=CC=CN21 (centres undefined)
 : -1	-0.6	-0.41	8	11	-13[20 µM]	-88	9	-4
CCOC(=O)c1nc(NCc2cccnc2)c2ccccc2n1
 : -1	-0.2	0.72	2	-11	2[20 µM]	-47	12	3
CCc1cccc(OCC(=O)Nc2c[nH]c(=O)[nH]c2=O)c1
 : -11	-0.3	-0.52	1	6	-14	27	9	-10
O=[N+]([O-])c1cc(C(F)(F)F)cc([N+](=O)[O-])c1NCCCN1CCOCC1
 : 4	-0.6	0.34	1	-4	-12	-3	5	32
COc1ccc([N+](=O)[O-])cc1N(CC(=O)NCc1ccco1)S(C)(=O)=O
 : -6	-0.4	0.3	-3	-4	-28	-18	2	-3
CCn1c(SCCN2CCCCC2)nnc1-c1ccc(S(=O)(=O)N2CCOCC2)cc1
 : 2	1.4	-0.68	1	8	-23	-45	14	-4
COc1cc2c(cc1NC(=O)CN1CCN(S(=O)(=O)c3ccc(F)cc3)CC1)oc1ccccc12
 : 6	0.8	-0.43	4	1	-19	-374	15	-5
CSc1nnc(-c2ccccc2N=Cc2c(C)[nH]n(-c3ccc4ccccc4c3)c2=O)c(=O)[nH]1
 : 1	1.0	0.97	4	-18	-14[20 µM]	-187	13	1
O=C(CSc1cccc2cccc(Cl)c12)NC1=NCCS1
 : -4	1.3	0.26	11	0	-8	13	11	4
CC1(C)Cc2ccccc2C(=NCCCCCC(=O)O)N1
 : 1	0.3	0.25	0	-1	-23[20 µM]	11	15	-2
CCC1CCCCN1C(=O)CSc1nnc(-c2ccc(Cl)cc2)o1 (centres undefined)
 : -4	0.1	-2	-10	3	-16	14	-4	2
CCCCn1c(CN2CCN(C(=O)OCC)CC2)nc2c1c(=O)[nH]c(=O)n2C
 : 9	-1.0	0.64	11	21	-14	9	22	-6
CC(=O)Nc1ccc(C(=O)N2CCN(C(=O)c3ccco3)CC2)cc1
 : -6	0.6	·	-4	-3	-4[20 µM]	16	0	5
CC(=O)c1ccc(CCCC(=O)O)cc1
 : -12	1.1	-0.48	-7	0	-36	4	-15	-6

# Going on with the list:
SMILES,Thrombin inh,PERK inhibitor,Cl transport mod,FXIa inh 1536,KLK5 inh,Furin inh,Calpain2 inh,FXIIa inh,Rad51 HR inh
CC(=O)OCc1c(C)cc(C)c(/C=C(/C#N)C(N)=O)c1C,-3,1.3,·,-3,-4,-20,7,2,-80
CCCC(=O)Nc1ccccc1NC(=O)CCC,-6,1.8,0.12,-6,-5,-10[20 µM],47,3,7
O=c1c2ccccc2c(C=NC2CCS(=O)(=O)C2)c(O)n1-c1ccccc1 (centres undefined),-5,1.1,-0.96,2,-18,-9,-18,-7,0
COC(=O)c1[nH]c2cccc(OC)c2c1NC(=O)CCN1CCC(C(N)=O)CC1,-10,1.0,·,-7,8,-8,-126,-4,0
CC(C)(C)C(=O)Nc1ccc(C(=O)N/N=C/c2ccccc2OC(=O)c2ccc(Cl)cc2)cc1,-1,0.3,-2.9,12,-11,-18,-33,19,10
O=C(O)COc1cccc(NC(=O)C2CCCO2)c1 (centres undefined),-3,0.7,·,-3,-1,-11[20 µM],-17,6,-6
Cn1c(OCc2ccc3c(c2)OCO3)nc2c1c(=O)n(Cc1cccc(Cl)c1)c(=O)n2C,·,-0.7,-0.032,·,·,-22[20 µM],·,·,-9
COc1ccc(C(=O)Nc2ccc(C(=O)Nc3nccs3)cc2)cc1[N+](=O)[O-],-11,0.8,1.3,-5,-10,-13,7,4,0
O=C(COC(=O)c1c[nH]c(=O)[nH]c1=O)Nc1ccccc1F,-1,0.0,0.0076,-1,-3,-22,1,10,3
CCOC(=O)CC(=O)Nc1c(C)cc(C)cc1C,-8,1.0,-0.0053,-6,-1,-20[20 µM],1,4,-3
Cn1cc(CC(=O)NCCCN2CCCC2=O)c2ccccc21,-9,·,-0.058,-3,-2,-24,-10,2,-4
Cc1csc(NC(=O)c2cncc(Br)c2)n1,2,0.4,-0.46,-5,-4,-13,5,2,22
O=C(O)CCN(CCC(=O)O)S(=O)(=O)c1ccccc1,2,1.6,0.58,4,-19,-27,-1,18,-5
CCc1ccc(OC)c(S(=O)(=O)NCCOc2ccccc2)c1,4,0.8,·,3,-8,-3[20 µM],19,20,11
COc1ccc(CNC(=O)/C=C/c2ccc(S(=O)(=O)N3CCOCC3)cc2)cc1,-2,-0.7,0.2,-1,0,-23,18,10,·
Cc1nc2nc(COc3ccccc3)nn2c(C)c1Cl,-8,-0.5,-2.3,-5,2,-6[20 µM],-6,-5,-5

# Screens deposited in PubChem by several laboratories.
